CHRM1 agonist – human M1 muscarinic receptor agonists, primary screen, Fluo-8 calcium fluorescence, CHO-K1 cells, HTS. activation, % at 3 µM. 0.33% of 360,000 active. Muscarinic acetylcholine receptor M1 (Homo sapiens), P11229. CHO-K1 hM1, agonist mode; 0% DMSO, 100% acetylcholine EC100;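 active = activation above the run's mean compound activation plus 3 SD, cut at about 16% in these data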;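 also: peak over basal fluorescence ratio within a 140 s kinetic read after compound addition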
V1R ag counter – agonists of human V1a receptor, primary screen, counter-screen for OXTR agonist project, fluorescence, CHO-V1R cells; AID 2797, 2010; activation, % at 3 µM; 0.25% of 320,000 active; Fluo-8 calcium fluorescence, agonist mode; 0% DMSO, 100% 3 nM vasopressin;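 active = activation above the mean activation of all tested compounds plus 3 SD, per screening run, cut at about 20% in these data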;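 also: signal is peak over basal fluorescence ratio across a 100 second FLIPR read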
Target sequence (P37288 whole entry, looked up): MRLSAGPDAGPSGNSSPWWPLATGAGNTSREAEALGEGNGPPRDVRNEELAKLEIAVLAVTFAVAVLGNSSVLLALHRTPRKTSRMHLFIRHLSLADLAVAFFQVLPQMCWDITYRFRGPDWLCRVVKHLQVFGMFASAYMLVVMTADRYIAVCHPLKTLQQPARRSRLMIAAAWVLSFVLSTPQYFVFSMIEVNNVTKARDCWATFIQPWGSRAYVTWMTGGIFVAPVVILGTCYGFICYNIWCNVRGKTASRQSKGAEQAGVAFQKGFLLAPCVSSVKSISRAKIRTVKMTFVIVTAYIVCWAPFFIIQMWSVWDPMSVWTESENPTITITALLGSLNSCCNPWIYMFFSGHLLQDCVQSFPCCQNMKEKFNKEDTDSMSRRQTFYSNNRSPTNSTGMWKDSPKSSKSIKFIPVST
CHO-K1 Ca PAM – nonselective calcium activators in parental CHO-K1 cells, primary screen, counter-screen for M1 PAM project, cell-based, Fluo-8 calcium fluorescence, full deck, 1536-well; ATP EC20; 0% at ATP EC20, 100% at ATP max; activation, % at 3 µM; 0.02% of 360,000 active; AID 602247, 2012;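 active = activation above the run cutoff, the mean activation of all test compounds plus 3 SD, cut at about 40% in these data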;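 also: peak over basal fluorescence ratio in a 140 s read after ATP addition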
OXTR potentiate – human OXTR potentiators, primary screen, fluorescence, CHO-OTR cells, Fluo-8 calcium. Oxytocin receptor (Homo sapiens), P30559. Fluo-8 calcium fluorescence, potentiator mode; 0% = oxytocin EC15, 100% = EC100. activation, % at 3 µM. 0.061% of 320,000 active. AID 2445, 2010;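 active = activation above that plate's cutoff, the mean activation of tested compounds plus 3 SD, cut at about 6.6% in these data, passing the limit was not always enough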;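 also: 100% uses oxytocin at 75 nM as the full agonist control; some results filed as inactive read as strong as hits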
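Dosing: Single dose, 3.0 µM nominal final compound concentration | Material: Human OTR in CHO cells | Technique: Kinetic Fluo-8 calcium fluorescence | Benchmarks: EC15 oxytocin alone as 0%, 75 nM oxytocin as 100% | Probe or stimulus: Oxytocin at about EC15, sub-maximal agonist stimulus | Incubation: Compound 6 min at room temperature before oxytocin, 100 s read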
CHO-K1 Ca antag – counter-screen for M1 antagonists: effect in parental CHO-K1 cells. AID 602250. 0.6% of 360,000 active. inhibition, % at 3 µM. ATP-induced calcium, Fluo-8 fluorescence;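 active = inhibition above a per-plate cutoff, the plate's mean sample inhibition plus 3 SD, cut at about 24% in these data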;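 also: 0% = DMSO plus EC80 ATP and 100% = DMSO alone without ATP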
CHO parental Ca – ATP-evoked calcium signal inhibitors, parental CHO, primary screen, counter-screen for OX1R antagonist project, cell-based, fluorescence, Fluo-8 calcium dye. parental CHO-K1, ATP-induced calcium, Fluo-8 fluorescence. inhibition, % at 5.6 µM. 0.63% of 330,000 active;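 active = inhibition above that plate's mean sample inhibition plus 3 SD, cut at about 26% in these data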;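 also: 0% = ATP-challenged DMSO wells and 100% = DMSO wells without ATP; some compounds past the cut are filed as inactive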
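Measured by: calcium-sensitive Fluo-8 fluorescence / Test system: CHO parental line / Controls: ATP-challenged DMSO wells low, unchallenged DMSO wells high / Measure: % inhibition / Compound: single nominal dose of 5.6 µM per compound / Replicates: single well per compound, no replicates / Reagent: ATP as calcium-mobilizing challenge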
TAAR1 antag – human TAAR1 antagonists, primary screen, Fluo-8 calcium fluorescence, CHO RD-HGA16 cells | Trace amine-associated receptor 1 (Homo sapiens), Q96RJ0 | antagonist | inhibition, % at 3 µM | 1.5% of 360,000 active | AID 624466, 2012;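 active = inhibition above a per-plate cutoff, the mean inhibition of test compounds on that plate plus 3 SD, cut at about 49% in these data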;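 also: 0% = DMSO plus EC80 beta-PEA response and 100% = DMSO alone without agonist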
Target sequence (Q96RJ0 whole entry, looked up): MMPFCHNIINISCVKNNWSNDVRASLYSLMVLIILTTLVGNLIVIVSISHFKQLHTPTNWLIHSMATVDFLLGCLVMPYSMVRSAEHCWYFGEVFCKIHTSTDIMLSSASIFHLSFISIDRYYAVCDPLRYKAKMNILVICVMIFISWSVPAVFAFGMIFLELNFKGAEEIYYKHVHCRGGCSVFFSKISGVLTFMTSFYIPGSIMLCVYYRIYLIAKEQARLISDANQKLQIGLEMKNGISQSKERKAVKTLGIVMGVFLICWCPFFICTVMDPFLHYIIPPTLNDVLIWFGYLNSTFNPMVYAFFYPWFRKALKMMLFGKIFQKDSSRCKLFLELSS
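Test system: CHO RD-HGA16 cells bearing hTAAR1 | Reagent: β-PEA, EC80 | Compound dosing: 3 µM, single point | Schedule: Dye loading 75 min at 37 °C, then 30 min room temperature | Signal: Calcium fluorescence with Fluo-8 | Evaluation: Percent inhibition of PEA-evoked calcium signal, max/basal emission ratio | Control set: DMSO-only wells and EC80 β-PEA-stimulated wells | Repeats: Singlicate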
TAAR1 agonist – human TAAR1 agonists, primary screen, Fluo-8 calcium fluorescence, CHO RD-HGA16 cells; vehicle wells 0%, saturating PEA agonist 100%; activation, % at 3 µM; Trace amine-associated receptor 1 (Homo sapiens), Q96RJ0; 0.99% of 360,000 active;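 active = activation above the mean activation of all test compounds in the run plus 3 SD, cut at about 38% in these data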
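Test system: RD-HGA16 (CHO) cells co-expressing Gα16 and hTAAR1; dosing: one-point dosing at 3 µM (nominal); timing: 17-24 h seeding, 75 min 37 °C dye, 30 min RT; signal: kinetic Fluo-8 calcium fluorescence; read-out basis: % activation relative to PEA EC100 response; controls: DMSO and PEA EC100; replicates: n 1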
CHO-K1 Ca ag – counter-screen for M1 agonists: effect in parental CHO-K1 cells | 0.48% of 360,000 active | Fluo-8 calcium fluorescence; scaled to maximal ATP response, vehicle zero | activation, % at 3 µM; in the data active = activation above about 15%;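 also: untransfected CHO-K1 host cells lacking M1 receptor as counterscreen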
* marks the source's active call; other numbers are inactive results; / = not tested or not shown.

Compound	CHRM1 agonist	V1R ag counter	CHO-K1 Ca PAM	OXTR potentiate	CHO-K1 Ca antag	CHO parental Ca	TAAR1 antag	TAAR1 agonist	CHO-K1 Ca ag
COc1ccc(/C=N/OCC(=O)Nc2ccc3c(c2)OCO3)c(OC)c1	-2	1.0	6	-18	-6	-5	4	1	1.7
O=C(NCc1ccccc1C(F)(F)F)C1CC(c2cc(C(F)(F)F)cc(C(F)(F)F)c2)=NO1 (centres undefined)	-3	-1.2	12	-9	-17	-16	-1	7	-0.2
Cc1ccc(/C=C/c2onc(C)c2S(=O)(=O)N2CCC(C(=O)N3CCCCC3)CC2)cc1	-4	-0.1	26	-4	-11	-14	3	-1	0.5
C=CCc1c(C)nc(C)nc1N/N=C/c1ccc(F)cc1	-4	-1.8	8	-15	8	-12	-2	10	-0.3
COc1ccc(NC(=O)c2ccccc2CC[N+](=O)[O-])cc1	-6	3.4	14	-1	-4	-7	17	1	0.7
CC(=O)N1C(=O)/C(=C2\SC(=S)N(c3c(C)n(C)n(-c4ccccc4)c3=O)C2=O)c2ccccc21	-12	0.0	7	-2	6	-5	-3	1	-0.4
O=C(O)C(Cc1ccccc1[N+](=O)[O-])N1C(=O)c2ccccc2C1=O (centres undefined)	2	/	-22	/	0	/	-13	2	0.1
Cc1cccc2cc(CNCc3ccccc3)c(Cl)nc12	-4	-0.4	4	-7	-19	-22	-18	9	-0.4
COc1ccc(-c2cc(-c3n[nH]c(=S)n3-c3cc(OC)ccc3OC)[nH]n2)cc1	-5	-0.7	-2	0	3	-7	-6	0	-0.2
Cc1cc(C)c(C(=O)COC(=O)c2ccc([N+](=O)[O-])o2)cc1C	-11	0.5	-1	-11	2	-10	8	1	0.4
COc1cc(C(O)c2nc(-c3cc(F)cc(F)c3)cs2)ccc1F (centres undefined)	-1	/	0	/	-7	/	4	0	1.4
O=C(NCc1cccnc1)c1cc(-c2ccccc2)on1	-2	3.4	13	-4	-27	-9	0	8	0.6
COc1ccc(Cn2c(SCc3ccc(C)cc3)nc3cc(OC)c(OC)cc3c2=N)cc1Cl	0	2.6	12	1	-3	-8	1	41*	0.1
CCCCc1c(O)nc(SCC(=O)c2ccccc2)n(-c2ccccc2C)c1=O	1	7.0	2	-3	4	-17	-24	-1	10
COc1ccc(NC(=O)C2C3C=CC4(O3)C2C(=O)N(CCCN2CCCCC2)C4C(=O)NC2CCCC(C)C2C)cc1 (centres undefined)	-7	0.5	3	-7	0	-21	16	-3	-0.6
Cc1cc(N2CCOCC2)nc(SCc2ccc(Cl)cc2Cl)n1	-5	0.8	9	-7	-5	-26	-8	25	0.0
Cc1ccc(NC(=O)CSCC(=O)Nc2cc(Cl)ccc2N2CCOCC2)cc1	-7	-1.5	14	1	-12	1	-37	-2	0.3
CCC(=O)N1CCc2cc(S(=O)(=O)NCCC(=O)Nc3ccc(OC)cc3)ccc21	-4	-1.1	4	-6	0	-16	-5	3	6.5
Cc1ccccc1NC(=O)Nc1cccs1	2	2.7	13	1	-12	10	-2	12	1.1
Cn1cc[n+](C)c1COc1ccc(C=O)cc1	-10	0.6	-4	3	-6	-6	-6	4	0.3
Cc1ccc(S(=O)(=O)N2CCOCC2)cc1NC(=O)CSc1nnc2n1CCCCC2	-7	0.8	21	-1	-15	6	-7	0	0.1
CN(C)C(CNC(=O)c1ccc(S(=O)(=O)NCc2ccco2)cc1)c1ccccc1 (centres undefined)	-9	1.9	-1	-8	-13	-17	-4	2	0.6
CN1CCN(C(=O)c2ccc3c(c2)N(Cc2ccc(F)cc2)C(=O)c2ccccc2S3=O)CC1 (centres undefined)	-11	1.6	4	-7	-8	-19	-12	2	0.2
c1ccc(-c2ccn3nnnc3n2)cc1	-2	0.1	-6	-3	18	-2	15	9	0.0
CCCN(CC1CC1)C(=S)Nc1ccc(C(C)=O)cc1	-2	-0.6	-8	-8	-8	-11	-23	4	0.5
COc1ccc(C2c3ccc4ccccc4c3Oc3ncn(CCCO)c(=N)c32)cc1OC (centres undefined)	-1	1.8	6	-2	-3	-15	-13	10	1.0
CCOC(=O)Cc1csc(SCc2nc3ccccc3c(=O)[nH]2)n1	-2	-0.3	13	1	3	-15	15	22	0.3
COc1ccc(CN=C2NC(=O)CC(C(=O)Nc3ccc([N+](=O)[O-])cc3C)S2)cc1 (centres undefined)	-6	/	9	/	-3	/	1	8	0.1
CC1=NN(C(=O)COc2ccc(C)c(C)c2)C(O)(c2ccc(Cl)cc2)C1 (centres undefined)	-3	-0.2	-6	-3	10	-26	-18	2	1.4
Cc1c(NC(=O)C2C3C=CC(C3)C2C(=O)O)c(=O)n(-c2ccccc2)n1C (centres undefined)	-6	-0.1	6	-7	-2	-1	/	/	0.4
Cc1ccc(S(=O)(=O)N(C)C)cc1NC(=O)COC(=O)c1ccc2ccccc2n1	-4	1.7	-17	-3	11	-22	0	9	2.9
CCOC(=O)N1CCN(CC(=O)Nc2cc(OCC)ccc2OCC)CC1	6	-0.1	17	-7	-7	9	17	5	1.6
CCN(C(C)=O)c1nc(CSc2nnc(NC(C)C)s2)cs1	-4	-0.3	-6	-5	10	-4	-4	6	0.6
Cc1ccc(S(=O)(=O)N(CC(=O)N/N=C/c2cccc3c2OCCO3)c2ccccc2F)cc1	0	-0.1	-8	-21	12	3	18	2	-0.5
C[C@H]1CN([C@@H](C)CO)C(=O)c2cccc(NC(=O)c3cnccn3)c2O[C@@H]1CN(C)C(=O)Nc1ccc2c(c1)OCO2	-4	0.8	-12	-5	0	-5	-3	6	-0.4
O=C(O)c1ccccc1N(c1ccccc1)c1ccccc1	-4	-0.1	-3	-6	-6	-7	-27	5	0.2
Cc1ccc(C(=O)NC(=S)Nc2ccc(CN3CCOCC3)cc2)cc1	-4	12	-4	-9	2	-26	-25	3	4.5
O=C(CN(C(=O)c1csnn1)c1cccc2ccccc12)NCc1ccccc1	0	2.4	-2	1	-5	-17	0	-1	1.8
O=c1[nH]c(SCC2CCCCO2)nc2ccccc12 (centres undefined)	-5	0.3	-1	-4	-10	-13	4	12	-0.1
CCc1ncc(CN2CCC(C(=O)Nc3ccc(-n4nc(C)cc4C)cc3)CC2)cn1	-3	0.9	-5	-5	-5	-26	-25	1	1.9
CCOC(=O)c1cccc(NC(=S)NCc2ccc(C)cc2)c1	-2	2.2	19	-8	-25	-8	8	24	4.4
O=C(Nc1ccccc1Cl)c1ccc(COc2ccc3c(c2)CCC3)cc1	-2	0.7	-11	4	15	-13	-9	0	0.4
CC1(C)C(=O)OC(c2cccc([N+](=O)[O-])c2)C2(CCCCC2)C1=O (centres undefined)	-9	0.2	13	3	-15	-9	-13	2	0.3
O=c1ccc2c(ccc3ncccc32)o1	-3	/	1	/	3	/	10	0	0.2
CCOC(=O)c1ccc(NC(=O)C2CCC(CNc3c(N4CCOCC4)c(=O)c3=O)CC2)cc1 (centres undefined)	0	-0.7	16	-2	-12	-13	-29	-1	0.8
COc1ccc(S(=O)(=O)N2CCC(N3CCCCC3)CC2)cc1	-3	-0.5	16	-6	-12	-4	-13	1	0.2
COC(=O)COc1ccc(S(=O)(=O)Nc2ccccc2C(=O)OC)cc1	0	16	7	-4	-22	-3	-4	-1	5.0
O=C(CCC1CCCCC1)NCc1ccc(F)cc1	-7	-1.6	22	-1	-11	-11	9	3	1.0
O=C(Cc1cccc(NC(=O)C2CCCN(C(=O)c3ccccc3)C2)c1)Nc1ccc(C(=O)N2CCOCC2)cc1 (centres undefined)	-4	/	10	/	-15	/	-25	6	0.4
CCC(C)(C)NC(=O)CN(C(=O)C(=O)Nc1ccc2c(c1)OCCO2)C(C)(C)CC	-2	-1.0	9	-5	-14	-22	-13	11	4.6

(list continues)
Compound	CHRM1 agonist	V1R ag counter	CHO-K1 Ca PAM	OXTR potentiate	CHO-K1 Ca antag	CHO parental Ca	TAAR1 antag	TAAR1 agonist	CHO-K1 Ca ag
CCOC(=O)c1c(NC(=O)c2ccnn2C)sc(C)c1C	-2	0.3	20	-7	0	9	8	2	0.4
COc1ccc(Nc2nnc(SCC(=O)c3cc4ccccc4o3)s2)cc1	-4	0.3	-2	-3	-12	-9	-16	0	2.9
O=C(COC(=O)c1ccc2c(c1)C(=O)N(Cc1ccncc1)C2=O)Nc1ccccc1[N+](=O)[O-]	-1	6.0	14	-11	-10	-8	6	7	13
COC(=O)c1ccc(C2C(Oc3ccc(OC)cc3)C(=O)N2CCc2ccc(OC)c(OC)c2)cc1 (centres undefined)	-3	1.9	17	-8	-15	-2	-14	5	0.1

Screening results deposited in PubChem BioAssay by The Scripps Research Institute Molecular Screening Center.

Random draw from the library; overall some 3.3% were active at least once.
